Bioassay records from PubChem.
ELG1 genotoxic: qHTS screen for small molecules that induce genotoxicity in human embryonic kidney (HEK293T) cells expressing luciferase-tagged ELG1; 330,000 tested, 1.3% active; AID 504466, 2011; Potency, µM (highest dose often 46 µM), without a hit: top-dose activity change, positive = activation, actives largely listed as activators; HEK293T ELG1-luciferase reporter, luminescence, 16 h; note: % of control where 0% means no effect; nearly all actives have a fitted effect of over 60% in size
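Quantitative HTS format in 1536-well plates. HEK293T ELG1-luciferase reporter cells receive test compound and are incubated 16 hr at 37 °C, 5% CO2; ONE-Glo added, 30 min room temperature, then luminescence read.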
uPA surface inh: qHTS for Inhibitors of Cell Surface uPA Generation; AID 540303, 2011; cell surface uPA generation assay, qHTS; Potency, µM (doses to about 38.3 µM), for inactives: at the top dose activity change, negative = inhibition, actives largely listed as inhibitors; 330,000 tested, 0.31% active; active = well fitted inhibition curve with a large enough effect; inconclusive = small, poorly fitted or top-dose-only effect; inactive = no such curve, though single readings can be large or run the other way; tested in mouse RAW 264.7 cells; note: % is set by controls: 0 for no effect and ±100 for the full control effect; nearly all actives have a fitted effect of over 55% in size
NPC1 prom act: qHTS Assay for NPC1 Promoter Activators; Huh7 NPC1 promoter luciferase reporter, 24 h; Potency, µM (series often up to 9.22 µM), inactives show at the top dose activation, actives largely listed as activators; 320,000 tested, 2.4% active; AID 485313, 2010;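 note: % of control where 0% means no effect; nearly all actives have a fitted effect of over 60% in size; reporter is driven by a mutant NPC1 promoter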
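Stable NPC1-promoter luciferase Huh7 line; cpd (DMSO) 24 h, 37 °C, 5% CO2; Amplite luciferase reagent 10 min RT; luminescence readout. qHTS format.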
RORgamma inh: qHTS for inhibitors of ROR gamma transcriptional activity; Potency, µM (top dose mostly 53.6 µM), for the others: at the top dose activity change, negative = inhibition, usual class: inhibitors; AID 2551, 2010; 310,000 tested, 5.4% active; Drosophila S2 Gal4-RORgamma UAS-luciferase reporter, 20 h; Nuclear receptor ROR-gamma (Mus musculus), P51450; note: % is set by controls: 0 for no effect and ±100 for the full control effect; nearly all actives have a fitted effect of over 60% in size
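Drosophila Schneider cells stably carrying a metallothionein-driven Gal4 DBD–ROR gamma fusion and a UAS-Photinus luciferase reporter were exposed to compound for 1 hr, then induced with copper sulfate (700 uM final) for 20 hr at ambient temperature before luminescence reading.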
p53 reactivation: qHTS assay for re-activators of p53 using a Luc reporter | H1299 p53-A138V BP100-luciferase reporter, luminescence, 24 h | Potency, µM (titrated, usually from 92.2 µM), inactives show top-dose activity change, positive = activation, actives largely listed as activators | 320,000 tested, 0.063% active | AID 504706, 2011; note: % of control where 0% means no effect; nearly all actives have a fitted effect of over 45% in size
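H1299 (p53-null), stable ts p53-A138V + BP100-Luc; 1000 cells/well, Opti-MEM/10% FBS; cpd 4 pt, 1:5; 24 h, 37 deg C, 5% CO2; detection reagent 10 min RT; luminescence.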
MBNL1-CUG inh: qHTS Assay for Inhibitors of MBNL1-poly(CUG) RNA binding | AID 2675, 2010 | Muscleblind-like protein 1 (Homo sapiens), Q9NR56 | 280,000 tested, 0.036% active | Potency, µM (top dose mostly 57.5 µM), for the others: at the highest dose activity change, negative = inhibition, actives largely listed as inhibitors | TR-FRET MBNL1-His/biotin-(CUG)12 binding, 665/545 ratio; active = well fitted inhibition curve with a large enough effect in the signal ratio, with a control signal flat, not every such curve was filed as active; inconclusive = small, poorly fitted or top-dose-only effect, or effect the other way, or a change in a side signal; inactive = no such curve, though single readings can be large or run the other way; the % refers to the signal ratio; note: % is set by controls: 0 for no effect and ±100 for the full control effect
Target sequence (Q9NR56 whole entry, looked up): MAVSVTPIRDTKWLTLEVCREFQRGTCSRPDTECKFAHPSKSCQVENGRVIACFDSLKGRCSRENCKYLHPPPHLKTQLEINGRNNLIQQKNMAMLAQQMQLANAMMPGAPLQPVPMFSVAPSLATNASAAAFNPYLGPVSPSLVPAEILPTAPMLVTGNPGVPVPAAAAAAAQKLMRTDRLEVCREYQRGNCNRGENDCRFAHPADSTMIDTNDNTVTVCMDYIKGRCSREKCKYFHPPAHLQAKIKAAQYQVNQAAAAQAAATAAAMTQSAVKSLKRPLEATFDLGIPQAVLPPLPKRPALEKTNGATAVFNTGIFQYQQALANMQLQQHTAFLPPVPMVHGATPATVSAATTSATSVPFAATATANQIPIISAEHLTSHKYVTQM
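Compound titration spanned 92 nM–58 uM against the MBNL1-His/biotin-(CUG)12 complex. After 60 min at room temperature with 5 nM streptavidin-XL665 and 0.055 ng/ul terbium anti-His, ratiometric 665/545 nm emission (Ex 340 nm) normalized to controls.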
FLuc modulator: qHTS profiling assay for firefly luciferase inhibitor/activator using purifed enzyme and Km concentrations of substrates (counterscreen for miR-21 project) | Luciferin 4-monooxygenase (Photinus pyralis), P08659 | purified FLuc, Km substrates, luminescence inhibition | Potency, µM (doses to about 57.5 µM), for the others: at the top dose activity change, negative = inhibition, hits mostly inhibitors | 360,000 tested, 6.9% active;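 note: plate controls were vehicle for no effect and reference inhibitor for full effect; nearly all actives have a fitted effect of over 55% in size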
Target sequence (P08659 whole entry, looked up): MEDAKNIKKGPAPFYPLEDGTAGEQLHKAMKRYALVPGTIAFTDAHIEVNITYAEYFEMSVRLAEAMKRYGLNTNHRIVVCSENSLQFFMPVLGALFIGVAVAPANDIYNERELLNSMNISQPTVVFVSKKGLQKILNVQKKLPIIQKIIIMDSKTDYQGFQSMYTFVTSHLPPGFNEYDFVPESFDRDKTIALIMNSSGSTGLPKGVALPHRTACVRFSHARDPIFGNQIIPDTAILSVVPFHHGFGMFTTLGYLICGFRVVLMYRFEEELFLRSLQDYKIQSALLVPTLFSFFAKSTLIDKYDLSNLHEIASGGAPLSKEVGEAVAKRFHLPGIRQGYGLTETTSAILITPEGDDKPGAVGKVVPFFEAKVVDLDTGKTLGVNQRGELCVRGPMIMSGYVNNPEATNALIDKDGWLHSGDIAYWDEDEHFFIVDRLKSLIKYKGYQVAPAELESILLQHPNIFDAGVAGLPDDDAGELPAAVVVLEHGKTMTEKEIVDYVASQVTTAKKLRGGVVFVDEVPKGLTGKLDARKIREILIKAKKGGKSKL
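Purified P. pyralis luciferase, 10 nM final, with Km-level 10 uM D-luciferin and 10 uM ATP in 50 mM Tris acetate pH 7.5, 10 mM Mg acetate, 0.01% Tween-20, 0.05% BSA; 6-point qHTS titration about 60 µM downward; luminescence read.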
BRCA1 expr up: qHTS Assay to Identify Small Molecule Activators of BRCA1 Expression. MCF7-BRCA1-FFLuc reporter, luminescence, 48 h; response scale: scaled: vehicle 0%, 10 µM genistein 100%. 380,000 tested, 1.1% active. Potency, µM (doses to about 46.1 µM), for inactives: at the highest dose activation, most hits filed as activators; note: nearly all actives have a fitted effect of over 80% in size; some results filed as inactive show a strong effect at the top dose
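Using MCF7 cells harboring a BRCA1 firefly luciferase reporter, plated 2 h before compound pinning, the screen measured luminescence after 48 h incubation. Responses were normalized to DMSO and 10 microM genistein, then fitted for concentration-effect.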
Rab9 prom act: qHTS Assay for Rab9 Promoter Activators; Huh7 Rab9 promoter-luciferase reporter, luminescence, 24 h; Potency, µM (top dose mostly 9.22 µM), for inactives: top-dose activation, negative = inhibition, most hits filed as activators; 320,000 tested, 2.8% active; AID 485297, 2010; note: % of control where 0% means no effect; nearly all actives have a fitted effect of over 60% in size
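Steps: seed 1500 Huh7 Rab9-luc cells per well, rest 2 h at 37 °C; add compound in DMSO; incubate 24 h; add luciferase reagent, 10 min ambient; read luminescence.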
Gal4-VP16 FLuc: VP16 counterscreen qHTS for inhibitors of ROR gamma transcriptional activity | Drosophila S2 Gal4-VP16 UAS-luciferase, luminescence, 20 h | Potency, µM (highest dose often 53.6 µM), for the others: at the top dose activity, negative = inhibition, most hits filed as inhibitors | 310,000 tested, 3.5% active;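 note: Gal4-VP16 expression switched on by copper sulfate through the metallothionein promoter; % is set by controls: 0 for no effect and ±100 for the full control effect; nearly all actives have a fitted effect of over 50% in size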
* = called active by the depositor; ? = inconclusive; / = not tested or not shown; [ ] = another dose, or the depositor's remark. Unless noted, calls come from the whole dose curve; as a rule, active = well fitted curve in the direction sought with a large enough effect; inconclusive = small, poorly fitted or top-dose-only effect, or another doubt; inactive = no such curve, though single readings can be large; an effect the other way counts as inactive or inconclusive. Potency is the fitted concentration of half-maximal effect.

Every second line gives: ELG1 genotoxic	uPA surface inh	NPC1 prom act	RORgamma inh	p53 reactivation	MBNL1-CUG inh	FLuc modulator	BRCA1 expr up	Rab9 prom act	Gal4-VP16 FLuc
COc1ccc(C(=O)C2CCCN(Cc3c(O)cccc3OC)C2)cc1OC (stereo unspecified)
 : -3%	4%	1%	7%	/	-2%	-2%	-7%	-8%	6%
CCCc1ccc(OCc2ccc(C(=O)N3CCCC3)o2)cc1
 : 5%	0%	16%	?	4%	-6%	?	47%	25%	-25%
O=C(NCCO)c1nc(C(=O)c2ccc(Cl)cc2)c2ccccc2n1
 : 1%	18%	-2%	/	-14%	/	-2%	-8%	11%	/
O=C(Nc1ccon1)c1csc2c1CCCC2
 : 8%	/	8%	37%	19%	-5%	?	-29%	9%	15%
COc1cccc(NC(=O)CSc2nccn(-c3ccc4c(c3)OCCO4)c2=O)c1
 : 0%	-20%	-1%	/	2%	/	1%	-4%	2%	/
O=C(O)CCCc1c(-[n+]2ccccc2)[nH]c2ccccc12
 : 0%	-1%	-1%	-14%	10%	7%	0%	-1%	-9%	-5%
O=C(COC(=O)c1cc2ccccc2oc1=O)Nc1ccc(F)cc1F
 : ?	0%	2.2µM*	4%	29%	/	7.6µM*	10µM*	2.5µM*	-1%
Cc1ccc2cc(CN(Cc3ccc(F)cc3)Cc3nnnn3C3CCCC3)c(=O)[nH]c2c1
 : -26%	0%	0%	36%[0.365 µM]	-7%	?	-17%	-51%	1%	/
CCOC(=O)C1=C(C)N(CCCC(=O)O)C(=O)NC1c1ccc(Cl)cc1 (stereo unspecified)
 : 3%	0%	-3%	12%	/	11%	-1%	27%	0%	8%
O=C(C1=C(O)C(=O)N(Cc2ccccc2)C1c1ccco1)c1ccco1 (stereo unspecified)
 : 0%	5%	0%	-13%	-2%	23%	3%	-5%	-1%	-17%
CCC1(c2ccccc2)NC(=O)N(CC(=O)NCc2ccc(OC)cc2)C1=O (stereo unspecified)
 : -1%	/	0%	37%	-3%	-2%	-1%	-5%	-2%	11%
NC(=O)COC(=O)CC(c1ccccc1)c1ccccc1
 : 0%	5%	-1%	5%	-3%	-7%	-4%	-13%	1%	-17%
CCOC(=O)C1CCN(c2c(NCCN3CCN(c4ccccc4)CC3)c(=O)c2=O)CC1
 : 1%	6%	1%	-27%	2%	-9%	0%	-13%	-3%	-10%
Cn1c(C(=O)OC(C(=O)NC2CCCCC2)c2ccncc2)cc2sccc21 (stereo unspecified)
 : -5%	-6%	-3%	2%	-3%	3%	1%	-37%	-11%	-8%
Cc1ccc(OCc2ccc(C(=O)N3CCCC3)o2)cc1C
 : -5%	0%	24%	?	22%	-8%	?	90%	27%	-21%
CC(C)c1ccc(CC(C)C2C3=C(CCCC3=O)OC3=C2C(=O)CCC3)cc1 (stereo unspecified)
 : -3%	5%	4%	20%	-2%	11%	1%	-36%	12%	-9%
Cn1c(=O)[nH]c(=O)c2c1nc(N1CCCCCC1)n2CCN1CCCCCC1
 : 1%	0%	-3%	-39%	14%	-8%	-1%	-31%	-4%	-13%
O=C(N/N=C/c1cccc(OCC(=O)N2CCCC2)c1)C(=O)Nc1ccccc1F
 : 3%	0%	1%	-38%	-3%	?	?	12%	-7%	-10%
Cc1cc(C)c(NC(=O)c2sc3nc4c(cc3c2N)C(=O)CC(C)(C)C4)c(C)c1
 : -5%	18%	-5%	14%	-8%	5%[11.5 µM]	-1%	4%	-2%	5%
Cc1ccc(NC(=O)Nc2ccc3c(c2)CCC3)cc1C
 : 14%	-7%	30%	-18%	-4%	3%	1%	33%	29%	-1%
CCOC(=O)C1CCN(C(=O)c2cccc(S(=O)(=O)Nc3ccc(C)cc3C)c2)CC1
 : -8%	0%	-1%	1%	-2%	-4%	-9%	9%	4%	-3%
COc1ccc(C)cc1NC(=O)C1CCN(S(C)(=O)=O)CC1
 : 1%	28%	4%	-1%[1.91 µM]	/	-5%	-1%	-4%	0%	-6%
CCOC(=O)c1c[nH]n(-c2ccc(C)cc2)c1=O
 : 11%	1%	14%	-4%	3%	-6%	?	46%	29%	10%
CCOC(=O)C1=C(N)Oc2cc(O)ccc2C1c1ccc(Br)cc1 (stereo unspecified)
 : -1%	6%	2%	9%	/	0%	0%	-14%	-3%	-15%
CC(C)(C)NC(=O)CN(C(=O)c1ccc(CN2CCOCC2)o1)c1ccc2c(c1)OCCO2
 : 1%	-1%	8%	-3%	0%	8%	0%	1%	3%	6%
O=C(NCc1ccccc1)NC1(C(=O)N2CCN(c3ccccc3)CC2)CCCCC1
 : 1%	1%	-2%	7%	1%	1%	-1%	-22%	2%	3%
CC(C)c1ccc(NC(=O)COc2nncc3ccccc23)cc1
 : -3%	1%	8%	-1%	-8%	38%[activator]	-13%	41%	-2%	-8%
CCOc1ccc(NC(=O)COC(=O)CCN2C(=O)C3CC=CCC3C2=O)cc1OCC (stereo unspecified)
 : 4%	-3%	-3%	/	9%	/	0%	-1%	3%	/
COc1cccc(NC(=O)CN(C)C(=O)[C@@H]2CCCN2C(=O)c2cccs2)c1
 : 4%	?	/	/	0%	/	/	3%	/	/
O=C(COc1coc(CN2CCN(c3ccc(F)cc3)CC2)cc1=O)NC1CCCC1
 : -4%	-3%	-5%	/	19%	/	0%	-15%	-4%	/

4 of these compounds in a different format.
Structure	ELG1 genotoxic	uPA surface inh	NPC1 prom act	RORgamma inh	p53 reactivation	MBNL1-CUG inh	FLuc modulator	BRCA1 expr up	Rab9 prom act	Gal4-VP16 FLuc
CCOC(=O)C1CCN(C(=O)c2cccc(S(=O)(=O)Nc3ccc(C)cc3C)c2)CC1	-8%	0%	-1%	1%	-2%	-4%	-9%	9%	4%	-3%
O=C(NCc1ccccc1)NC1(C(=O)N2CCN(c3ccccc3)CC2)CCCCC1	1%	1%	-2%	7%	1%	1%	-1%	-22%	2%	3%
COc1ccc(C(=O)C2CCCN(Cc3c(O)cccc3OC)C2)cc1OC (stereo unspecified)	-3%	4%	1%	7%	/	-2%	-2%	-7%	-8%	6%
CCCc1ccc(OCc2ccc(C(=O)N3CCCC3)o2)cc1	5%	0%	16%	?	4%	-6%	?	47%	25%	-25%

(continued)
Every second line gives: ELG1 genotoxic	uPA surface inh	NPC1 prom act	RORgamma inh	p53 reactivation	MBNL1-CUG inh	FLuc modulator	BRCA1 expr up	Rab9 prom act	Gal4-VP16 FLuc
O=C(NCCCN1CCC(Cc2ccccc2)CC1)C1CCC(=O)N1C1CCCC1 (stereo unspecified)
 : 0%	-3%	6%	-18%	10%	-9%	-1%	-12%	2%	-9%
COc1ccccc1CNc1ccc(N2CCCCC2)cc1
 : ?	-4%	16%	?	0%	5%	15µM*	57%	17%	18%
CCOc1ccccc1NC(=O)Nn1cnnc1
 : 4%	-3%	4%	3%	3%	-2%	0%	-3%	6%	2%
COc1ccc(-c2nc(CS(=O)CC(=O)NC3CCCCC3)c(C)o2)cc1 (stereo unspecified)
 : 2%	-3%	-1%	-41%	-3%	-3%	-11%	3%	-6%	-12%
CCOC(=O)Cc1cnc(NC(=O)CSc2nc(C)c(CC)c(=O)[nH]2)s1
 : 0%	-1%	-1%	4%	-2%	-19%	?	-46%	-1%	16%
COc1cc(OC)cc(C(=O)NCC(=O)N2CCN(S(=O)(=O)c3ccccc3F)CC2)c1
 : 3%	17%	/	/	3%	/	/	-2%	/	/
CC(=O)Nc1ccc(CN2CCCC(C(=O)c3cccc(C(F)(F)F)c3)C2)cc1 (stereo unspecified)
 : -6%	-11%	0%	32%	-2%	-7%	-1%	-19%	2%	-20%
NC(N)=N/N=C/c1cccc([N+](=O)[O-])c1O
 : 0%	1%	-2%	-8%	-3%	?	-7%	-17%	3%	-10%
COCCCN1C(=O)CS/C1=N\S(=O)(=O)c1ccccc1
 : -2%	2%	0%	20%	5%	-1%	5%	0%	0%	-1%
CCOC(=O)C(=O)N=Nc1c(O)n(C)c2ccccc12
 : 3%	-9%	-6%	5%	8%	?	-8%	1%	2%	4%

Filtered by structure, the entries above containing a Cl atom
Every second line gives: ELG1 genotoxic	uPA surface inh	NPC1 prom act	RORgamma inh	p53 reactivation	MBNL1-CUG inh	FLuc modulator	BRCA1 expr up	Rab9 prom act	Gal4-VP16 FLuc
O=C(NCCO)c1nc(C(=O)c2ccc(Cl)cc2)c2ccccc2n1
 : 1%	18%	-2%	/	-14%	/	-2%	-8%	11%	/
CCOC(=O)C1=C(C)N(CCCC(=O)O)C(=O)NC1c1ccc(Cl)cc1 (stereo unspecified)
 : 3%	0%	-3%	12%	/	11%	-1%	27%	0%	8%
